Screens deposited in PubChem by Broad Institute.
CFTR F508del cor: correctors of CFTR F508del function in bronchial epithelial cells; activity (quench increase), % at 7.58 µM; actives 0.36% (n = 350,000); AID 720511; CFBE cells, YFP halide quenching; stimulated with forskolin plus potentiator P3; % fluorescence drop versus neutral controls;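 active = mean added fluorescence quench of at least 8% versus neutral control, with both replicates also reaching 8%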;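 note: cells transiently co-express mutant CFTR-F508del with the halide-sensitive YFP; corrector assay measuring rescue of mutant channel to the surface after 24 h compound exposure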
Statin myotox sup: protects C2C12 myotubes from simvastatin toxicity. ATP luminescence, 48 h; scaled: DMSO 0, geranylgeraniol control 100. rescue of ATP level, % at 7.49 µM. actives 0.78% (n = 330,000);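 active = mean ATP rescue above about 67%, or every replicate alone reaching that limit, limit read from the data, passing the limit was not always enough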;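 note: myotubes were challenged with 10 µM simvastatin during compound exposure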
FN deposit inh: fibronectin deposition inhibition; AH1F fibroblasts, Alexa488-fibronectin deposition fluorescence, overnight; inhibition, % at 12.6 µM; actives 0.086% (n = 350,000); AID 743247;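 active = mean inhibition across replicates of 30% or more, regardless of how many single replicates reach that level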;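 note: positive control wells lacked labelled fibronectin entirely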
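Material: AH1F fibroblasts assembling fluorescent fibronectin matrix; amount: 10000 AH1F cells/well; medium: DMEM, 2% serum; reagent: Alexa488-fibronectin, 24 nM final in well; dosing: single compound dose, delivered by pin transfer; incubation: 1 h adhesion, overnight exposure; detection: fluorescence after three HBSS washes, excitation 485 nm, emission 525 nm; measure: fibronectin deposition inhibition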
Cneo AK release: Cryptococcus neoformans lysis via adenylate kinase release; C. neoformans lysis, adenylate kinase release luminescence, 4 h; normalised: neutral wells 0, clomiphene wells 100; lysis activity, % at 15 µM; actives 0.2% (n = 360,000);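 active = mean lysis activity across replicates of at least 80%, whatever share of replicates individually reach that level; inactive = mean lysis activity below 80%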
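Material: C. neoformans cells; Schedule: 4 h static compound exposure, 37 °C, read 1 h post-reagent; Measured by: adenylate kinase release luminescence; Read-out: signal increase indicating cell lysis; Controls: Clomiphene as positive lysis control.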
PglD inh: PglD (C. jejuni) enzyme inhibition | purified PglD enzyme, DTNB colorimetric CoA detection | inhibition, % at 12.5 µM | actives 0.098% (n = 360,000); in the data active = inhibition above about 16%, passing the limit was not always enough; note: strong numbers were not always called active
INS-1E GSIS act: primary screen for activators of insulin secretion dependent on glucose, INS-1E cells, GLuc reporter luminescence; actives 0.61% (n = 370,000); activation, % at 16.6 µM; INS-1E GLuc reporter insulin secretion, 2-3 h;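 active = lowest replicate activation of at least 40%, so every replicate reaches that level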;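 note: 0% = median of neutral control wells and 100% = median of IBMX positive control wells; some compounds called inactive have numbers as strong as hits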
miR-122 sensor: miR-122 inhibition in Huh7 cells. Huh7 miR-122 Renilla luciferase sensor, 48 h; neutral wells = 0, positive control = 100. activation (reporter increase), % at 12.5 µM. actives 0.3% (n = 340,000). AID 602342;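 active = mean replicate activation score at least 90 and every replicate individually at or above 90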;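 note: higher luciferase means less miR-122 activity so hits act as miR-122 inhibitors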
PGC1a acetyl inh: lowers PGC1a acetylation signal in U2OS cells; AlphaScreen anti-acetyl-lysine; with virally co-expressed GCN5 acetyltransferase; inhibition, % at 15.6 µM; actives 0.17% (n = 350,000); AID 651687;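 active = every replicate shows inhibition of at least 40%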;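 note: 0% = neutral control wells and 100% = positive control wells; some results beyond the cut were filed as inactive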
An asterisk follows results filed as active; x = no result given; [ ] = remark or other dose.

A first look:
Order of values – CFTR F508del cor	Statin myotox sup	FN deposit inh	Cneo AK release	PglD inh	INS-1E GSIS act	miR-122 sensor	PGC1a acetyl inh
> CCOC(=O)C1C2NC(=O)N(Cc3ccccc3)C1(C)Oc1c(OC)cccc12 (centres undefined)
    x	2	3	0	-1	2	8	0
> C1CCC(NC2CCCCC2)CC1
    -1.5	-7	x	-2	-2	-22	-6	-6

The listing, from the first entry:
Order of values – CFTR F508del cor	Statin myotox sup	FN deposit inh	Cneo AK release	PglD inh	INS-1E GSIS act	miR-122 sensor	PGC1a acetyl inh
> CCOC(=O)C1C2NC(=O)N(Cc3ccccc3)C1(C)Oc1c(OC)cccc12 (centres undefined)
    x	2	3	0	-1	2	8	0
> C1CCC(NC2CCCCC2)CC1
    -1.5	-7	x	-2	-2	-22	-6	-6
> CCOC(=O)c1nc2ccccc2c(=O)n1-c1ccc(C)cc1C
    x	9	0	4	-5	30	-6	2
> CCN(CC)CCOC(=O)C(O)(c1ccccc1)c1ccccc1
    2.8	6	-6	-1	3	0	-3	-5
> COc1ccc2[nH]cc(CCN)c2c1
    -1.1	-5	x	14	-7	x	-5	-10
> CN(C)c1nc(OCCNC(=O)COc2ccc(Cl)cc2Cl)nc(N2CCCCC2)n1
    0.1	x	x	x	x	-18	4	12
> CCOc1ccccc1CN1CCCC(C(=O)c2cc(F)ccc2F)C1 (centres undefined)
    5.6	-3	-12	-1	-5	-7	6	-3
> CC12CN3CCN(CC(C3)C1O)C2 (centres undefined)
    x	-2	x	-4	-5	x	-6	2
> CN1/C(=C\C=Nc2ccccc2)C(C)(C)c2ccccc21
    x	85*	-2	-1	-4	x	-2	-3
> C=CCOC(=O)c1ccccc1N
    -0.2	-2	x	2	1	5	-1	12
> O=C(/C=C/c1ccc(F)cc1)NC(=S)N1C[C@H]2C[C@H](C1)c1cccc(=O)n1C2
    -0.3	2	x	2	-3	2	2	-18
> CCC(=Nc1ccc2c(c1)CCC2)c1c(O)n(C)c(=O)n(C)c1=O
    x	112*	x	-1	0	x	1	-7
> COC(=O)[C@H]1[C@H](CO)[C@H]2Cn3c(ccc(-c4ccccc4F)c3=O)[C@@H]1N2Cc1cccnc1
    0.8	20	x	0	-4	9	7[16.7 µM]	x
> CC12CCC3C(CCC4CC(=O)C(C(O)C(F)(F)F)CC43C)C1CCC2O (centres undefined)
    -2.9	10	1	0	2	-21	0	1
> C[N+]1(C)C2CCC1CC(OC(=O)C(CO)c1ccccc1)C2 (centres undefined)
    5.8	x	-2	17	-1	-1	x	x

Next entries.
Order of values – CFTR F508del cor	Statin myotox sup	FN deposit inh	Cneo AK release	PglD inh	INS-1E GSIS act	miR-122 sensor	PGC1a acetyl inh
> C[C@H](CO)N1C[C@H](C)[C@H](CN(C)C(=O)Oc2ccc3ccccc3c2)OCc2cn(nn2)CCCC1=O
    0.3	-4	-2	29	6	2	5[16.7 µM]	x
> Cc1ccc2cc(CNCCc3ccccc3C)c(=O)[nH]c2c1
    -0.2	4	20	2	1	-3	4	-1
> CNCC1(c2ccccc2)CCCC1
    x	11	-6	-1	0	x	13	13
> Cc1cc(Br)c(NC(=O)CN2CC=C(c3ccccc3)CC2)c(Br)c1
    -1.9	x	2	x	x	23	x	-3
> O=C1NC(=O)N(c2ccc(F)cc2)C(=O)/C1=C/c1ccsc1
    -1.3	6	1	-1	-2	-7	-1	1
> O=C(Cc1cccnc1)N1CCCCN2[C@H](CO)[C@H](c3ccc(C#CC4CCCC4)cc3)[C@@H]2C1
    -4.3	15	x	-5	10	-7	-1[16.7 µM]	1
> O=S(=O)(c1cccc2ccccc12)N1Cc2ccccc2-n2nncc2C1
    1.2	-13	1	x	x	18	18	-8
> O=C(C1CC(c2ccc(Cl)c(Cl)c2)=NO1)N1CCC2(CC1)OCCO2 (centres undefined)
    x	2	x	-2	-1	-18	6	2
> CC1C(=O)OC2CCN3CC=C(COC(=O)C(C)(O)C1(C)O)C23 (centres undefined)
    1.9	-7	x	1	3	-1	-1	-2
> CCc1nn2c(=O)c(F)c(N3CCNCC3)nc2s1
    -0.9	10	-6	0	3	x	0	-8
> COC(=O)[C@@H]1[C@@H](CO)[C@@H]2Cn3c(ccc(-c4ccccc4)c3=O)[C@H]1N2S(=O)(=O)c1ccccc1C
    -0.3	17	x	1	1	1	-2[16.7 µM]	x
> CC(=O)c1cccc(OCC(O)CN2CC=C(c3ccccc3)CC2)c1 (centres undefined)
    x	-7	-7	-4	-7	x	-3	-9
> Cc1c(C=O)c2ccccc2n1Cc1ccc(F)cc1
    0.9	10	0	0	1	-7	-7	-10
> CCCCn1c(=O)c(C(=O)NC(C)c2ccccc2)c(O)c2ccccc21 (centres undefined)
    -3.3	3	2	0	-1	-8	x	x
> NC(N)=Nc1ccc2[nH]c3c(c2c1)C[C@@]1(O)[C@H]2Cc4ccc(O)c5c4[C@@]1(CCN2CC1CC1)[C@H]3O5
    x	2	x	-2	3	x	-13	-6

3 of the compounds above, field by field.
COC(=O)[C@H]1[C@H](CO)[C@H]2Cn3c(ccc(-c4ccccc4F)c3=O)[C@@H]1N2Cc1cccnc1
  CFTR F508del cor: 0.8
  Statin myotox sup: 20
  FN deposit inh: x
  Cneo AK release: 0
  PglD inh: -4
  INS-1E GSIS act: 9
  miR-122 sensor: 7[16.7 µM]
  PGC1a acetyl inh: x

CCC(=Nc1ccc2c(c1)CCC2)c1c(O)n(C)c(=O)n(C)c1=O
  CFTR F508del cor: x
  Statin myotox sup: 112*
  FN deposit inh: x
  Cneo AK release: -1
  PglD inh: 0
  INS-1E GSIS act: x
  miR-122 sensor: 1
  PGC1a acetyl inh: -7

COC(=O)[C@@H]1[C@@H](CO)[C@@H]2Cn3c(ccc(-c4ccccc4)c3=O)[C@H]1N2S(=O)(=O)c1ccccc1C
  CFTR F508del cor: -0.3
  Statin myotox sup: 17
  FN deposit inh: x
  Cneo AK release: 1
  PglD inh: 1
  INS-1E GSIS act: 1
  miR-122 sensor: -2[16.7 µM]
  PGC1a acetyl inh: x

(further entries)
Order of values – CFTR F508del cor	Statin myotox sup	FN deposit inh	Cneo AK release	PglD inh	INS-1E GSIS act	miR-122 sensor	PGC1a acetyl inh
> Cc1nc2ccccc2c(=O)n1-c1cccnc1
    x	-13	11	6	1	x	-7	5
> O=c1[nH]c(=S)n(-c2ccccc2Cl)c(O)c1C=NCCN1CCNCC1
    3.7	2	1	0	-4	3	-1	3
> COC(=O)C1=C(c2ccc3ccccc3c2)C[C@@H]2CC[C@H]1N2C(=O)N1CCCC1
    x	-22	x	-1	-9	x	-1	-1
> Cc1cc(OCC(=O)NCC(O)c2ccccc2)c2c3c(c(=O)oc2c1)CCCC3 (centres undefined)
    2.3	-4	1	-1	5	5	2	-2
> Cc1c2cnn(CC(=O)N3CCC4(CC3)OCCO4)c(=O)c2c(C)n1Cc1ccc(F)cc1
    x	9	x	-1	5	x	-2	-1
> O=C(Cc1cccnc1)N1CCCCN2[C@@H](CO)[C@@H](c3ccc(C#CC4CCCC4)cc3)[C@@H]2C1
    -1.2	-7	x	-10	5	-18	1[16.7 µM]	12
> O=C(c1cccn2c(=O)c3cc(Br)ccc3nc12)N1CCC2(CC1)OCCO2
    x	x	-14	1	-6	18	0	13
> CC(=NCc1cccnc1)c1c(O)n(-c2ccccc2C)c(=O)[nH]c1=O
    2.7	11	x	7	0	2	2	4
> Cc1ccc(-n2c(O)c(C=Nc3ccc(S(=O)(=O)N(C)C)cc3)c(=O)[nH]c2=O)cc1
    x	x	-2	0	0	x	-3	x
> COc1ccc(C#Cc2ccc([C@@H]3[C@H]4CN(C(=O)Cc5ccncc5)CCCCN4[C@H]3CO)cc2)cc1
    0.9	x	x	0	-5	13	5[16.7 µM]	6
> CCCC#Cc1ccc([C@@H]2[C@@H](CO)N3CCCCN(C(=O)Cc4ccccn4)C[C@@H]23)cc1
    -4.5	x	x	53	3	-12	20[16.7 µM]	9
> O=c1[nH]c(=O)n(CCC2=CCCCC2)c(O)c1C=NC1CCN(Cc2ccccc2)CC1
    x	0	x	2	0	8	-5	-3
> CC=Cc1ccc2n(c1=O)C[C@H]1[C@H](CO)[C@@H](C(=O)OC)[C@@H]2N1CC1CC1 (mixture of isomers)
    0.8	-7	x	-4	3	20	8[16.7 µM]	x
> CC(C)(C)NC(=O)NC(=O)CN1CC=C(c2ccccc2)CC1
    -1.2	-5	1	-2	-6	-9	-2	-1
> O=C(CCCOc1ccc(Cl)cc1Cl)N1CCC2(CC1)OCCO2
    x	-20	11	0	-2	3	0	6

3 compounds from above, showing only PGC1a acetyl inh and Cneo AK release.
Compound | PGC1a acetyl inh | Cneo AK release
O=c1[nH]c(=O)n(CCC2=CCCCC2)c(O)c1C=NC1CCN(Cc2ccccc2)CC1 | -3 | 2
CC=Cc1ccc2n(c1=O)C[C@H]1[C@H](CO)[C@@H](C(=O)OC)[C@@H]2N1CC1CC1 (mixture of isomers) | x | -4
CC(C)(C)NC(=O)NC(=O)CN1CC=C(c2ccccc2)CC1 | -1 | -2

(list continues)
Order of values – CFTR F508del cor	Statin myotox sup	FN deposit inh	Cneo AK release	PglD inh	INS-1E GSIS act	miR-122 sensor	PGC1a acetyl inh
> COc1cccc(OCc2cc(C(=O)N3C[C@H]4C[C@@H](C3)c3cccc(=O)n3C4)no2)c1
    3.8	12	2	-3	4	4	6	16
> CCC(C)OC(=O)c1c(N)n(Cc2cccs2)c2nc3ccccc3nc12 (centres undefined)
    x	x	x	-2	-3	x	4	0
> CCOP(=O)(OCC)C(C)(C)NC(=O)C(Cl)(Cl)Cl
    x	0	3	0	-2	x	2	7
> CCCN1CCCC(C(=O)c2cc(C)c(OC)c(C)c2)C1 (centres undefined)
    -2.8	8	0	2	-2	4	-1	2
> CC1([N+](=O)[O-])COP(=O)(Nc2cccc(Cl)c2)OC1 (centres undefined)
    -2.0	x	-9	x	x	x	1	4
> CN(C)c1ccc(/C=C2/C(=N\O)C3CCN2CC3)cc1
    -0.4	x	1	19	-8	x	-2	-3
> CC=Cc1ccc2n(c1=O)C[C@@H]1[C@@H](CO)[C@H](C(=O)OC)[C@H]2N1C(=O)CC1CC1 (mixture of isomers)
    -1.1	11	x	51	0	5	3[16.7 µM]	6
> COCCN(C(=O)COC(=O)Cc1ccccc1)c1c(N)n(Cc2ccccc2)c(=O)[nH]c1=O
    2.0	13	-6	0	-3	19	-5	x
> Cc1nn(Cc2ccccc2)c(C)c1C(=O)OCC(=O)Nc1ccccc1SCC#N
    x	-43	-13	0	-3	x	19	x
> CCC(C)n1c(O)c(C=NCc2cccnc2)c(=O)[nH]c1=S (centres undefined)
    -0.9	x	6	x	x	5	x	13
> O=P(O)(Oc1ccccc1)c1ccccc1
    -2.8	3	5	-2	-5	10	-6	11
> S=C1NC2(CCCCC2)NC12CCCCC2
    1.2	-14	3	2	10	26	x	x
> CCc1c(-c2ccccc2)nc2ccccc2c1C(=O)N1CCC2(CC1)OCCO2
    -2.0	8	-7	2	4	11	x	x
> C=CCn1c(O)c(C(C)=NCCN2CCOCC2)c(=O)[nH]c1=O
    x	x	-7	1	3	x	-6	x

A draw from above in order of molecular weight, falling.
Order of values – CFTR F508del cor	Statin myotox sup	FN deposit inh	Cneo AK release	PglD inh	INS-1E GSIS act	miR-122 sensor	PGC1a acetyl inh
> CCc1c(-c2ccccc2)nc2ccccc2c1C(=O)N1CCC2(CC1)OCCO2
    -2.0	8	-7	2	4	11	x	x
> C=CCn1c(O)c(C(C)=NCCN2CCOCC2)c(=O)[nH]c1=O
    x	x	-7	1	3	x	-6	x
> CCCN1CCCC(C(=O)c2cc(C)c(OC)c(C)c2)C1 (centres undefined)
    -2.8	8	0	2	-2	4	-1	2

Not all compounds are listed (hit frequency here may not be typical).
